JMJD2A Tudor inh: inhibitors of human JMJD2A Tudor domain. Potency, µM (top dose mostly 114 µM), for the others: at the highest dose activity change, negative = inhibition, usual class: inhibitors. AlphaScreen JMJD2A-Tudor / H3K4me3 peptide binding. 4.4% of 390,000 active. O75164; note: potency is the fitted concentration of half-maximal effect; % is set by controls: 0 for no effect and ±100 for the full control effect; nearly all actives have a fitted effect of over 50% in size
HP1b chromo inh: inhibitors of HP1-beta chromodomain binding to methylated histone tails | P83916 | AlphaScreen HP1-beta / biotin-H3K9me3 peptide binding | Potency, µM (series often up to 114 µM), for inactives: at the top dose activity change, negative = inhibition, actives largely listed as inhibitors | 0.56% of 390,000 active | AID 540317; note: potency is the fitted concentration of half-maximal effect; nearly all actives have a fitted effect of over 70% in size; inactives centre near 23
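AlphaScreen: HP1-beta (50 nM) preformed 30 min with biotin-H3(1-18)K9me3 peptide (50 nM) in PBS pH 7.4, 0.01% Tween-20. Compound added for 30 min at RT, then streptavidin donor/nickel chelate acceptor beads (10 ug/mL) for 30 min.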
PGK inhibitor: T. brucei PGK inhibition. PGK/GAPDH coupled, Kinase-Glo luminescence, 60 min. Potency, µM (highest dose often 57.5 µM), inactives show at the highest dose activity change, negative = inhibition, actives largely listed as inhibitors. 0.043% of 380,000 active. P07378; note: potency is the fitted concentration of half-maximal effect; % is set by controls: 0 for no effect and ±100 for the full control effect; nearly all actives have a fitted effect of over 60% in size
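Luminescent ATP detection (Kinase-Glo Plus) follows a 60-minute room-temperature incubation, with wells lacking PGK as controls. Buffer: 100 mM TEA (pH 7.6), 5 mM MgCl2, 0.01% Tween-20. Coupling enzyme GAPDH (100 nM final) supplies unstable 1,3-BPG in-well.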
G9a block: inhibitors of human histone lysine methyltransferase G9a. Q96KQ7. AID 504332. Potency, µM (top dose mostly 102 µM), for inactives: at the highest dose activity, negative = inhibition, actives largely listed as inhibitors. 8.8% of 350,000 active. G9a H3K9 monomethylation, AlphaScreen, 2 h; note: potency is the fitted concentration of half-maximal effect; % is set by controls: 0 for no effect and ±100 for the full control effect; nearly all actives have a fitted effect of over 75% in size
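AlphaScreen detection with an anti-monomethyl H3K9 antibody quantified product after a 2 h room-temperature reaction containing 500 nM biotinylated H3K9 peptide, 20 µM SAM and 20 nM enzyme, which had been preincubated 15 min with compound.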
BAZ2B block: blocks human BAZ2B; Q9UIF8; AlphaScreen BAZ2B-H3K14Ac peptide displacement; Potency, µM (top dose mostly 114 µM), for the others: at the top dose activity change, negative = inhibition, hits mostly inhibitors; 4.4% of 360,000 active; AID 504333; note: potency is the fitted concentration of half-maximal effect; % is set by controls: 0 for no effect and ±100 for the full control effect; nearly all actives have a fitted effect of over 60% in size
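AlphaScreen displacement of biotin-H3(5-23)K14Ac peptide (50 nM final) from BAZ2B (50 nM final) in PBS pH 7.4, 0.01% Tween-20; complex preformed 30 min RT, then compounds (top 110 uM) 30 min RT, beads 20 min dark.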
GLS inh: blocks human kidney-isoform glutaminase activity. GLS enzymatic activity, qHTS titration. Potency, µM (titrated, usually from 45.5 µM), inactives show at the highest dose activity change, negative = inhibition, usual class: inhibitors. AID 624170. 0.21% of 410,000 active. O94925; note: potency is the fitted concentration of half-maximal effect; % is set by controls: 0 for no effect and ±100 for the full control effect
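Assay buffer: 45 mM KH2PO4 pH 8.2, 0.02% Tween-20. hKGA acts on L-glutamine (1 mM solution added); product glutamate is reported by an oxidase/peroxidase Amplex Red coupling, with fluorescence taken at baseline and 30 min.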
Pin1 inhibitor: human Pin1 inhibition; Q13526; Pin1 FP peptide displacement, HiFluor488, 10 min; Potency, µM (top dose mostly 115 µM), for inactives: at the top dose activity, negative = inhibition, hits mostly inhibitors; 0.009% of 390,000 active; AID 504891; active = well fitted inhibition curve with a large enough effect in the polarisation, with a control signal flat, not every such curve was filed as active; inconclusive = small, poorly fitted or top-dose-only effect, or effect the other way, or a change in a side signal; inactive = no such curve, though single readings can be large or run the other way; the % refers to the polarisation; note: potency is the fitted concentration of half-maximal effect; % is set by controls: 0 for no effect and ±100 for the full control effect
Target sequence (Q13526 whole entry, looked up): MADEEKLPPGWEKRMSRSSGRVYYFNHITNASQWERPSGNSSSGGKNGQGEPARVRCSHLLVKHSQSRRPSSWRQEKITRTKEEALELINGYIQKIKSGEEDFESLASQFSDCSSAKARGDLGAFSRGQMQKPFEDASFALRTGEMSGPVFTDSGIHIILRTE
PI4K2A block: inhibitors of human PI4K2A; Q9BTU6; purified PI4K2A, ADP-Glo luminescence, 1 h; stronger effect = lower value; activity change, negative = inhibition, % at 76.9 µM; 0.13% of 420,000 active; in the data active = activity change below about -50%; inconclusive = mostly about -30% to -49%;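 note: -100% = wells without enzyme as full effect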
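ADP-Glo luminescence measured ADP generated by PI4K2A enzyme (4 ug/mL before mixing) with 1.2 mM PI substrate (pre-mix) and 300 microM ATP (pre-mix). Tris pH7.5 buffer with MgCl2, Triton X-100; 1 h reaction at ambient temperature.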
POLH inh: DNA polymerase eta (human) inhibition; Q9Y253; recombinant Pol eta, fluorescent DNA replication assay; Potency, µM (titrated, usually from 114 µM), without a hit: at the top dose activity change, negative = inhibition, most hits filed as inhibitors; 1.2% of 390,000 active; note: potency is the fitted concentration of half-maximal effect; % is set by controls: 0 for no effect and ±100 for the full control effect
Target sequence (Q9Y253 whole entry, looked up): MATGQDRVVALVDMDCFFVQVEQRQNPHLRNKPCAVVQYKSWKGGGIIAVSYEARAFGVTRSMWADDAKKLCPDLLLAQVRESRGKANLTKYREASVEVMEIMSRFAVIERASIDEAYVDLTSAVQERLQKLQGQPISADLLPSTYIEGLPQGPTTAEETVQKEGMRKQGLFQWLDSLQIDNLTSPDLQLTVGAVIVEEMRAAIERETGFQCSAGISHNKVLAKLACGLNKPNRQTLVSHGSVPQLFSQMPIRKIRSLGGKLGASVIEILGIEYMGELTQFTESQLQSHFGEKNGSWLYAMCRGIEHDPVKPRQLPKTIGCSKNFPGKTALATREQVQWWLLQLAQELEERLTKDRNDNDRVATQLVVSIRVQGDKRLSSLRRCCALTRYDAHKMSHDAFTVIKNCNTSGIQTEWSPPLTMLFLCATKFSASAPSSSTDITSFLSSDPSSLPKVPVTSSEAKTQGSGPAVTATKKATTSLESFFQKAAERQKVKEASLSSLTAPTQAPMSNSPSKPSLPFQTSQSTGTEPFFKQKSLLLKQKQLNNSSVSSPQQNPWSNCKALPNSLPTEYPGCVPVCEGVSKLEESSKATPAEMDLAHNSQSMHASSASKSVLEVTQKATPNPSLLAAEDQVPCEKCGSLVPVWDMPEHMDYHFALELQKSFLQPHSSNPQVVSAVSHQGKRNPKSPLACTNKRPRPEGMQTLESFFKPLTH
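Pol eta at 10 nM preincubated with compounds 15 min at room temperature; reaction started with fluorescent substrate (50 nM final) and read kinetically at 0 and 10 min.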
The depositor's hits bear a star; i = inactive; ? = inconclusive; nt = not tested or not shown; [ ] = another dose, or the depositor's remark. Unless noted, calls come from the whole dose curve; as a rule, active = well fitted curve in the direction sought with a large enough effect; inconclusive = small, poorly fitted or top-dose-only effect, or another doubt; inactive = no such curve, though single readings can be large; an effect the other way counts as inactive or inconclusive. These rows are one share of the data (hit frequency here may not be typical).

molecule	JMJD2A Tudor inh	HP1b chromo inh	PGK inhibitor	G9a block	BAZ2B block	GLS inh	Pin1 inhibitor	PI4K2A block	POLH inh
O=C1c2ccccc2C(=O)N1CCC#Cc1ccc2cc(CCO)oc(=O)c2c1	-5%	33%	i	-12%[0.501 µM]	-2%	-2%	1%	-1	-3%
CCOc1[nH]n(-c2ccc(Cl)cc2)c(=O)c1C=Nc1ccc(OC)cc1	-32%	-14%	-12%	nt	-38%	5%	5%	3	-9%
COc1ccc(C2CC2C(C)=O)cc1 (centres undefined)	3%	38%	-5%	28%	-1%	0%	3%	-1	-13%
CC1CCCC(N2CCN(C(=O)c3ccc(F)cc3)CC2)C1 (centres undefined)	10µM*	?	-9%	nt	nt	-1%	?	-3	-15%
COc1ccc(C2/C(=C(\O)c3ccc4c(c3)OCCO4)C(=O)C(=O)N2CCCN(C)C)cc1 (centres undefined)	-6%	24%	-2%	?	11%	-3%	-7%	0	-4%
CC1(c2ccccc2)CC(C)(C)N(C(=O)CSc2nnc(N)s2)c2ccccc21 (centres undefined)	?	9%	-10%	-1%[59 µM]	?	11%	?	-1	-23%
CCCc1cc(=O)oc2cc(OCC(=O)N3CCN(C(=O)C4COc5ccccc5O4)CC3)ccc12 (centres undefined)	-20%	21%	i	25%	-13%	0%	0%	-1	0%
CCc1cccc(-n2nnc(-c3nc(-c4ccc5c(c4)OCO5)no3)c2C)c1	3%	45%[activator]	nt	-4%[59 µM]	2%	-10%	5%	3	nt

Record cards, as listed above:
CC1CCCC(N2CCN(C(=O)c3ccc(F)cc3)CC2)C1 (centres undefined) is listed as JMJD2A Tudor inh = 10µM*; HP1b chromo inh = ?; PGK inhibitor = -9%; G9a block = nt; BAZ2B block = nt; GLS inh = -1%; Pin1 inhibitor = ?; PI4K2A block = -3; POLH inh = -15%
CCc1cccc(-n2nnc(-c3nc(-c4ccc5c(c4)OCO5)no3)c2C)c1 is listed as JMJD2A Tudor inh = 3%; HP1b chromo inh = 45%[activator]; PGK inhibitor = nt; G9a block = -4%[59 µM]; BAZ2B block = 2%; GLS inh = -10%; Pin1 inhibitor = 5%; PI4K2A block = 3; POLH inh = nt

The listing picks up, repeating the 5 entries before the break.
molecule	JMJD2A Tudor inh	HP1b chromo inh	PGK inhibitor	G9a block	BAZ2B block	GLS inh	Pin1 inhibitor	PI4K2A block	POLH inh
CC1CCCC(N2CCN(C(=O)c3ccc(F)cc3)CC2)C1 (centres undefined)	10µM*	?	-9%	nt	nt	-1%	?	-3	-15%
COc1ccc(C2/C(=C(\O)c3ccc4c(c3)OCCO4)C(=O)C(=O)N2CCCN(C)C)cc1 (centres undefined)	-6%	24%	-2%	?	11%	-3%	-7%	0	-4%
CC1(c2ccccc2)CC(C)(C)N(C(=O)CSc2nnc(N)s2)c2ccccc21 (centres undefined)	?	9%	-10%	-1%[59 µM]	?	11%	?	-1	-23%
CCCc1cc(=O)oc2cc(OCC(=O)N3CCN(C(=O)C4COc5ccccc5O4)CC3)ccc12 (centres undefined)	-20%	21%	i	25%	-13%	0%	0%	-1	0%
CCc1cccc(-n2nnc(-c3nc(-c4ccc5c(c4)OCO5)no3)c2C)c1	3%	45%[activator]	nt	-4%[59 µM]	2%	-10%	5%	3	nt
O=C1CSC(=Nc2ccc(F)cc2)N1	-14%	35%	3%	9%[2.33 µM]	1%	-11%	7%	0	1%
O=c1c2ccccc2nc2n1C(CBr)CN2 (centres undefined)	-18%	66%[activator]	-7%	17%[59 µM]	-2%	7%	-8%	2	-27%
CCOC(=O)C1Nc2ccccc2C2c3ccccc3CC12 (centres undefined)	-4%	17%	5%	nt	nt	14µM*	-3%	0	-1%
CC(NC(=O)c1cnc2ccccc2n1)c1ccccc1 (centres undefined)	-27%	-5%	-7%	-51%	-23%	-2%	-4%	3	-1%
COc1ccc(C=O)c(OCc2cn(CC(=O)c3ccc(O)cc3)nn2)c1	79µM*	6%	0%	nt	nt	-5%	-1%	-20	4%
Cc1ccc(-c2nnn(Cc3nc4ccccc4s3)n2)cc1	69%[activator]	108%	-2%	?	95%[activator]	6%	?	-9	-18%
CCC1(C)Cc2c(sc3c2c(=O)n(-c2ccccc2)c(=O)n3C)CO1 (centres undefined)	-3%	45%[activator]	-7%	?	-18%	-11%	-2%	-12	-20%
Cn1cnnc1SCCn1c(N2CCCCC2)nc2c1c(=O)[nH]c(=O)n2C	-10%	55%[activator]	i	-5%[2.33 µM]	-5%	6%	4%	-1	-7%
CCOC(=O)c1ccc(N2C(=O)c3n[nH]c(C)c3C2c2cccnc2)cc1 (centres undefined)	10%	29%	i	-9%	1%	1%	2%	15	-10%
COc1ccc(C(=O)Nc2ccc3ccccc3c2)cc1	-6%	28%	-11%	21%	-23%	1%	1%	-14	-5%
Cc1ccc(CNC(=O)c2ccc(CSCc3ccc(Cl)cc3)o2)cc1	-2%	90%[activator]	i	-3%[59 µM]	15%	5%	12%	-1	-24%
CCOC(=O)c1sc2nccc(OC)c2c1N=CN(C)C	-5%	13%	3%	3%	-12%	1%	4%	-4	13%
CCN(C[C@H]1N[C@@](Cc2ccccc2)(C(=O)OC)[C@H]2C(=O)N(C)C(=O)[C@@H]12)S(=O)(=O)c1ccc(OC)cc1	-17%	32%	i	nt	nt	3%	-11%	-3	-9%
CCOC(=O)c1c(NC(=O)CN2C(=O)NC3(CCC(C)CC3)C2=O)sc(C)c1CC (centres undefined)	-11%	9%	-8%	0%[59 µM]	-3%	-1%	-1%	-1	-16%
Cc1noc(C)c1NC(=O)N(C)C[C@H]1Oc2ccc(NC(=O)NC(C)C)cc2C(=O)N([C@H](C)CO)C[C@@H]1C	-1%	64%[activator]	i	nt	nt	-1%	-10%	-4	2%
Cc1c(C(=O)NCc2cccc(Cl)c2)sc2nc3n(c(=O)c12)CCCC3	79µM*	61%[activator]	-9%	16µM*	18µM*	-2%	?	-6	-14%
CC(C)OP(=O)(c1ccc(N(C)C)cc1)C(Nc1ccccc1)c1cccnc1 (centres undefined)	-18%	21%	-8%	-2%[59 µM]	?	19%	-7%	-2	-22%
CC1=C(C(=O)N2CCOCC2)CC(CC(=O)NC2CCCCC2)C(=O)N1Cc1ccccc1 (centres undefined)	nt	nt	5%	nt	nt	0%	nt	2	-19%
O=C(CSc1nncs1)Nc1ccc2c(c1)OCCO2	0%	40%[activator]	-3%	21%	31%[activator]	0%	1%	3	-1%
CC(C)C[C@@H](C)C(=O)N(Cc1ccccc1)c1ccccc1	42%[activator]	105%[activator]	-2%	-1%[0.501 µM]	64%[activator]	-8%	0%	4	-24%
Cn1nc(C(=O)N2CCCc3ccccc32)c2ccccc2c1=O	-3%	32%	-1%	-3%	-13%	-8%	2%	-3	-4%
Cc1ccc(N(C)S(=O)(=O)c2cccc(C(=O)OCC(=O)c3c(N)n(C)c(=O)n(C)c3=O)c2)cc1	-16%	17%[57 µM]	2%	nt	nt	-6%	21%	-14	-8%
Cn1nc(C(=O)Nc2ccc(S(=O)(=O)N3CCCC3)cc2)ccc1=O	-5%	13%	-4%	1%[12.7 µM]	-5%	7%	-7%	-2	2%
O=C(Nc1nnc(N2CCCCCC2)s1)Nc1ccccc1C(F)(F)F	-9%	13%	nt	-11%[59 µM]	0%	0%	0%	-3	nt
CC(NC(=O)C1CCN(S(=O)(=O)c2cccs2)CC1)c1cccc(Cl)c1 (centres undefined)	-8%	38%[activator]	-1%	16%[2.33 µM]	7%	2%	0%	4	-24%
CCCNS(=O)(=O)c1ccc(CCC(=O)N2CCCCC2)cc1	20µM*	?	10%	16%[12.7 µM]	-1%	23%	-11%	-11	-8%
COc1cc2[nH]c(=O)n(Cc3ccc(C(=O)NC4CCN(Cc5ccccc5)CC4)cc3)c(=O)c2cc1OC	-11%	30%	-8%	-13%	-17%	-2%	2%	2	2%
c1ccc2c(c1)OCC(c1csc3ncnc(N4CCOCC4)c13)O2 (centres undefined)	-18%	18%	1%	nt	9%	11%	-1%	-1	-10%
CN(C)C(CNC(=O)CN1C(=O)NC2(CCc3ccccc32)C1=O)c1ccco1 (centres undefined)	-11%	27%	-1%	-33%[12.7 µM]	-3%	-11%	-1%	-3	-10%
CCCOc1ccc(/C(O)=C2/C(=O)C(=O)N(c3ccccn3)C2c2ccc(OC)cc2)cc1C (centres undefined)	-32%	20%[57 µM]	i	?	-19%	-11%	-2%	4	?
Cc1cc(=O)[nH]n(CCO)c1=O	9%	36%[activator]	3%	9%	-11%	13%	2%	-20	-5%
